PHOSPHO1 block – PubChem AID 1565; Phosphoethanolamine/phosphocholine phosphatase (Homo sapiens), Q8TCT1; recombinant PHOSPHO1, absorbance phosphatase assay; inhibition, % at 13.3 µM; 290,000 compounds, 1.1% hits; in the data active means inhibition above about 60%
FID counter – compounds displacing fluorescent DNA intercalator, primary screen, artefact control for HCV NS3 helicase inhibitor project, biochemical, FID fluorescence; inhibition, % at 7.9 µM; 290,000 compounds, 0.17% hits; DNA fluorescent intercalator displacement; in the data active means inhibition above about 37%;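 further: 0% = vehicle and 100% = reference compound; higher means more ethidium bromide displaced from hairpin DNA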
NALP1 yeast inh – NALP1 inflammasome inhibitors in reconstituted yeast, colorimetric, S. cerevisiae, triplicate retest; S. cerevisiae NALP1/ASC/caspase-1 growth, X-gal OD620, 72 h; inhibition, % at 10 µM; 280,000 compounds, 0.61% hits; in the data active means inhibition mostly above about 24%, no sharp cut-off; inactive means mostly below about 32%; further: some compounds called inactive have numbers as strong as hits
PfM18AAP inh – PfM18AAP inhibitors, malaria aminopeptidase, primary screen, biochemical, QFRET, recombinant enzyme; H-Glu-NHMec fluorogenic cleavage; inhibition, % at 7.35 µM; 290,000 compounds, 1.2% hits; AID 1822, 2009; M18 aspartyl aminopeptidase (Plasmodium falciparum 3D7);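 active means inhibition above the campaign mean inhibition over all tested compounds plus 3 SD, cut at about 28% in these data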;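 further: 0% = plate median of test compound wells and 100% = 2 mM ZnCl2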
GPR7 antag – GPR7 receptor antagonists, primary screen, cell-based, fluorescence, single concentration. Neuropeptides B/W receptor type 1 (Homo sapiens), P48145. GPR7-expressing cells, fluorescence antagonist assay. inhibition, % at 4.4 µM. 290,000 compounds, 1.1% hits; in the data active means inhibition above about 16%, passing the limit was not always enough;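 further: cells stimulated with the agonist NPW; 0% = agonist with vehicle and 100% = vehicle without agonist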
OXTR ag – human OXTR agonists, primary screen, fluorescence, CHO-OTR cells, Fluo-8 calcium; AID 2435, 2010; activation, % at 3 µM; Oxytocin receptor (Homo sapiens), P30559; Fluo-8 calcium fluorescence; normalized: DMSO 0%, oxytocin 100%; 320,000 compounds, 0.32% hits;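 active means activation above the mean of all tested compounds plus 3 SD, cutoff set per screening run, cut at about 20% in these data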;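 further: peak over basal fluorescence ratio from a 100 s FLIPR kinetic read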
Target sequence (P30559 whole entry, looked up): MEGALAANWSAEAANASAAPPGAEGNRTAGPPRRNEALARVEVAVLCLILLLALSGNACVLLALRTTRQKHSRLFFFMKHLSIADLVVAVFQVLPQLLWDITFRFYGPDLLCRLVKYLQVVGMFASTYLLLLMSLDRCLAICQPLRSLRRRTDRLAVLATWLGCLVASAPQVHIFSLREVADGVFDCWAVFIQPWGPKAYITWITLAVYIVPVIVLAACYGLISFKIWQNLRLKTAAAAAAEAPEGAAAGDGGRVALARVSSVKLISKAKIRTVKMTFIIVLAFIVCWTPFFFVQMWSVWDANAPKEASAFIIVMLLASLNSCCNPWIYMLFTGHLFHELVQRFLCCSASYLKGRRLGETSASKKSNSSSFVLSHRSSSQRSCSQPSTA
MEKK2 mut-MEK5 – MEK5 binding signal on mutant MEKK2 PB1, primary screen, biochemical, multiplex bead flow cytometry, Alexa488-MEK5. Alexa488-MEK5 binding to MEKK2 mutant. 290,000 compounds, 0.35% hits. percent response, % at 10 µM; in the data active means percent response above about 24%, passing the limit was not always enough; further: inactives centre near 1; some results filed as inactive read as strong as hits; reference of the scale not given here
MEKK2 WT-MEK5 – modulators of MEK5 binding to wildtype MEKK2, primary screen, biochemical, multiplex bead flow cytometry, Alexa488-MEK5; Mitogen-activated protein kinase kinase kinase 2 (Homo sapiens), Q9Y2U5; AID 1531, 2009; 290,000 compounds, 1.1% hits; Alexa488-MEK5 binding to MEKK2 WT; actives lie on both sides; binding response (% of control), % at 10 µM; in the data active means binding response below about 67% or above about 130%
MEKK3 PB1 HTS – modulators of MEKK3-MEK5 PB1 binding, primary screen, biochemical, wildtype MEKK3, multiplex bead flow cytometry, Alexa488-MEK5. binding response (% of control), % at 10 µM. bead-based flow cytometry, Alexa488-MEK5 binding to MEKK3; actives lie on both sides; 0 = blocked by unlabeled MEK5, 100 = vehicle. Mitogen-activated protein kinase kinase kinase 3 (Homo sapiens), Q99759. AID 1529, 2009. 290,000 compounds, 1.4% hits;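 active means binding response more than 3 SD above or below the average of its plate-row segment, actives on both sides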;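 further: Alexa488 bead fluorescence after subtracting the streptavidin-only scavenger bead signal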
Target sequence (Q99759 whole entry, looked up): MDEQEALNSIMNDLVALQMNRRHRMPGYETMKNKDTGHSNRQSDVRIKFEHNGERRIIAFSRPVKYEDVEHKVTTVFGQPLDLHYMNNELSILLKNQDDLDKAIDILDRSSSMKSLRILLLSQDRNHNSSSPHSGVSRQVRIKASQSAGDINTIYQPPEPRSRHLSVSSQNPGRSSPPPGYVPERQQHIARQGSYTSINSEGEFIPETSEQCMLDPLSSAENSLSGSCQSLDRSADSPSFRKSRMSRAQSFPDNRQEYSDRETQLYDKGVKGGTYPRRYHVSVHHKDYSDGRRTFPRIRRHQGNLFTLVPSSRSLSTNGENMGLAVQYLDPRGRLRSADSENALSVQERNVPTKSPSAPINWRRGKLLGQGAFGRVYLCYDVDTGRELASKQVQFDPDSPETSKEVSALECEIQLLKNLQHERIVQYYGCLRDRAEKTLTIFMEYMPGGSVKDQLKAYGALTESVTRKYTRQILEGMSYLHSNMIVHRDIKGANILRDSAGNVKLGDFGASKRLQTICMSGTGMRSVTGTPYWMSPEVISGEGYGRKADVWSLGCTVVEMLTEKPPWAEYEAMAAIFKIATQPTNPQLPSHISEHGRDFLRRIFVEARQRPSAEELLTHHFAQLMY
* hit, by the source's call; . = no result given.

Screens in order: FID counter	MEKK2 WT-MEK5	PHOSPHO1 block	MEKK2 mut-MEK5	MEKK3 PB1 HTS	NALP1 yeast inh	PfM18AAP inh	OXTR ag	GPR7 antag
CCc1cc2c(=O)c(-c3nc4ccccc4[nH]3)coc2c(CN2CCCCC2C)c1O (stereo unspecified)
  -9	100	27	-1	99	-5	3	-0.3	-4
CCOc1ccc(C=NCC(O)c2ccccc2)cc1 (stereo unspecified)
  -3	99	.	0	102	8	-5	0.4	0
CC(Cc1c[nH]c2ccccc12)C(=O)O (stereo unspecified)
  -2	95	-9	1	94	0	2	1.2	-8
COc1ccc(C(=O)NC2CCCc3ccccc32)cc1OC1CCN(C(C)=O)CC1 (stereo unspecified)
  -40	106	26	5	107	21	3	3.0	-18
CC(=O)N[C@H](Cc1c[nH]c2ccccc12)C(=O)O
  .	103	.	4	102	.	.	0.3	.
CC1CCN(C2CCN(S(=O)(=O)c3ccc(F)cc3)CC2)CC1
  10	99	42	-3	100	16	-1	0.2	-7
COc1ccc(Cl)cc1C(=O)Nc1ccccc1N1CCN(C(=O)C(C)C)CC1
  -25	109	0	1	100	-12	3	-0.4	20*
O=C(O)C1C2CCC(O2)C1C(=O)Nc1ccccc1Br (stereo unspecified)
  2	100	-21	4	102	1	9	0.8	-3
COc1ccc(OC)c(S(=O)(=O)NCc2cccnc2)c1
  4	101	7	0	100	-1	2	0.1	4
COc1cccc(S(=O)(=O)NCC(=O)Nc2ccc(C(C)(C)C)cc2)c1
  -22	99	7	0	100	23	-10	-0.4	-13
CCn1nccc1C(=O)Nc1ccc(Cl)cc1Cl
  -6	103	-14	3	101	37	2	-1.8	-10
CN(C=O)CP(=O)(O)CN1CCCCC1
  0	.	41	.	.	14	-5	.	-2
Cc1ccc(S(=O)(=O)NCCC(=O)Nc2nnc(C)s2)cc1
  -3	107	21	13	108	6	3	0.3	-5
CCc1nc(SCC(=O)Nc2ccc(Br)cn2)n[nH]1
  -3	112	-29	8	106	10	-2	-1.0	-7
CCn1c(SCC(N)=O)nnc1-c1ccc2c(c1)OCO2
  1	105	21	8	102	6	-8	0.6	11
CCNC(=S)N1CCN(c2ccc([N+](=O)[O-])cc2)CC1
  8	111	-72	11	111	-2	6	5.6	27*
CC(=O)OCC1=C(C(=O)O)N2C(=O)C(NC(=O)Cn3nc(C(F)F)c(Cl)c3C)C2SC1 (stereo unspecified)
  -20	90	-16	-6	97	-4	13	-0.4	-17
O=C(CN1C(=O)COc2ccc(S(=O)(=O)N3CCCC3)cc21)Nc1cccc(F)c1
  -16	101	4	2	104	22	-16	1.0	-2
Cc1c(Cl)cccc1Nc1nc(N)nc(CSc2ncccn2)n1
  -10	87	-4	-12	81	-15	-2	-0.3	-4
COc1ccccc1N1CCN(C(c2cccs2)C(C)NC(=O)c2ccncc2)CC1 (stereo unspecified)
  -19	105	32	5	110	.	-5	2.9	-4
COCCNC(=O)CCC(=O)NNc1nc2ccccc2c2nc(C)nn12
  -8	95	9	-12	100	5	27	0.0	-15
CN1CCN(CC(=O)Nc2cccc([N+](=O)[O-])c2)CC1
  2	102	37	6	103	16	-2	0.2	-14
Cc1occc1-c1nnc(SCC(=O)c2c[nH]c3ccccc23)n1C
  -17	102	47	2	106	-22	5	0.2	-11
O=C(Nc1ccccn1)c1ccc(Cl)s1
  -3	111	19	7	108	12	-6	-0.7	2
CCn1nnc(-c2ccccc2NC(=O)c2cnccn2)n1
  -7	107	.	7	102	.	0	0.5	-8
Cc1nn2c3ccccc3n(Cc3ccccc3)c2nc1=O
  -5	81	-1	4	58	4	-1	-1.7	3
O=S1(=O)CCN(Cc2ccc(Cl)c(Cl)c2)CC1
  -4	100	41	0	99	19	-3	-0.7	-10
CN(Cc1cc2ccccc2[nH]c1=O)C(=O)C1CCCCC1
  -12	98	4	13	103	4	-1	1.1	-3
CCc1nc(CN2CCN(c3cc(C(F)(F)F)ccn3)CC2)c(C)[nH]1
  3	94	36	-20	93	.	-14	0.9	-5
COc1cccc(OC)c1OCCCN1CCC(Cc2ccccc2)CC1
  15	113	.	1	102	.	4	5.8	-2
O=C(NC(=S)N1CCN(c2ccc(F)cc2)CC1)C12CC3CC(CC(C3)C1)C2
  -2	102	6	-2	100	29	0	-2.0	-9
CCOC(=O)N1CCN(C(=O)CSc2nc3c([nH]c4ccccc43)c(=O)n2C)CC1
  -3	103	-10	11	98	2	1	1.0	-13
O=S(=O)(NN1CCOCC1)c1cc(Cl)cc(Cl)c1O
  -4	97	36	-2	97	15	-7	0.3	-21
O=C1C2CC=CCC2C(=O)N1c1ccc(N2CCN(c3ccccn3)CC2)c([N+](=O)[O-])c1 (stereo unspecified)
  -6	101	-1	-2	104	2	2	18	2
O=C(CN(Cc1ccco1)C(=O)CNS(=O)(=O)c1ccc(Cl)cc1)NCc1ccc(F)cc1
  -4	103	.	3	101	.	-7	2.9	7
COc1ccc(Cl)cc1NS(=O)(=O)c1c(C)[nH]c(C)c1C(=O)N1CCCCC1
  -42	100	28	3	100	-11	-1	3.2	-2
Oc1c(C(Nc2cccc(C(F)(F)F)c2)c2cccnc2)ccc2cccnc12 (stereo unspecified)
  -5	105	-7	0	99	26	2	-1.1	2
COC(=O)[C@H](CCSC)NC(=O)Nc1ccc(C)cc1C
  -1	95	17	-1	94	16	-9	-1.6	-1
Cc1nn(Cc2ccc(Cl)cc2)c(C)c1NC(=O)c1cc(-c2ccc3c(c2)OCO3)on1
  -4	107	6	5	105	1	2	1.4	4
CC1(C)NC(=O)N(CC(=O)Nc2cc(C(F)(F)F)cc(C(F)(F)F)c2)C1=O
  -4	103	24	2	100	12	2	-0.3	-19
CCC1=[N+](CC(=O)c2ccc(C)cc2)CCn2cccc21
  -10	93	-24	-7	101	7	-21	-0.1	1
CNC(=O)NC(=O)C(C)Oc1ccccc1F (stereo unspecified)
  -3	96	12	-8	105	7	0	1.0	-9
Cn1c(=O)c2cc3ccccc3nc2n(C)c1=O
  -1	97	29	-2	100	6	-1	0.2	-16
O=C(NC(=S)Nc1cccc2cccnc12)c1ccccc1
  -3	99	-14	1	100	0	2	0.3	-7
COc1ccc(CNC(=O)CCS(=O)(=O)c2ccc3c(c2)NC(=O)C(C)S3)cc1 (stereo unspecified)
  -31	101	22	8	106	12	1	0.9	-1
CN1CCN(CCCCOc2cccc3ccccc23)CC1
  9	123	20	12	105	7	-3	2.2	5
CCOc1ccc(C(C)NC(=S)NC2CCCCC2)cc1OCC (stereo unspecified)
  -24	103	32	-7	112	-2	-1	1.8	-7
Cc1[nH]n(-c2ccccc2)c(=O)c1N=Nc1ccccc1C(=O)O
  -10	104	9	4	98	2	0	-2.0	-7
CC1CCCCN1C(=O)CSc1nnc2c(n1)[nH]c1ccc(F)cc12 (stereo unspecified)
  -3	103	11	4	104	9	4	0.2	0
COc1ccc(N2C(=O)CC(Sc3nccc(C)n3)C2=O)cc1 (stereo unspecified)
  -2	.	13	.	.	-2	-12	-0.4	-2

Carrying on:
Screens in order: FID counter	MEKK2 WT-MEK5	PHOSPHO1 block	MEKK2 mut-MEK5	MEKK3 PB1 HTS	NALP1 yeast inh	PfM18AAP inh	OXTR ag	GPR7 antag
COc1ccccc1NC(=O)Cn1nnc(C(=O)NCc2ccc3c(c2)OCO3)c1N
  -22	102	22	1	101	13	8	1.5	-5
Cc1c(-c2cccc(Cl)c2)nc2ccccc2c1C(=O)NC1CC1
  -19	99	12	1	99	-8	-6	.	-16
CCCCCCNC(=O)C(C(=O)OCC)C1CCCCC1 (stereo unspecified)
  -9	99	12	2	99	7	4	-1.5	-4
Cc1ccc(-c2cc(C(F)(F)F)n3ncc(C(=O)N4CCCc5ccccc54)c3n2)cc1
  -2	103	-11	2	98	2	-7	-1.6	6
Cc1ccc(S(=O)(=O)Nc2c(O)c3ccccc3oc2=O)cc1
  1	99	24	-5	101	31	-6	1.3	-7
CCCOc1ccccc1N1C(=O)CC(N2CCOCC2)C1=O (stereo unspecified)
  -8	98	30	-1	96	3	-7	-0.4	-22
O=C(Nc1cc(S(=O)(=O)N2CCOCC2)ccc1O)c1ccc2c(c1)S(=O)(=O)c1ccccc1C2=O
  5	94	34	-4	102	5	0	-1.4	-8
COc1ccc(/C=C/C(=O)NCCN=C2NS(=O)(=O)c3ccccc32)cc1
  -3	107	34	4	117	-1	3	-0.9	-5
O=C(Cn1cncc1-c1ccc([N+](=O)[O-])cc1)Nc1cccc2ccccc12
  9	100	5	-1	102	15	10	0.5	22
CC(=O)Nc1nonc1NC(=O)c1ccc(F)cc1
  -4	105	12	-2	109	6	-7	-0.1	-8
CCn1cc(CNC(=O)c2cc(COc3ccc(F)cc3F)on2)cn1
  -12	92	52	-11	96	28	2	2.1	-2
CC#CCC(CC#CC)c1nc2ccccc2c(=O)n1N
  -8	88	-7	-4	84	9	-8	-2.2	12
NC(=O)COc1cc2oc(=O)c3c(c2cc1Cl)CCCC3
  -14	118	36	16	115	18	0	0.7	-4
C/C(=N\NC(=S)NCCc1ccccc1)c1ccc(C#N)cc1
  -6	100	10	1	99	5	3	-1.8	-14
COc1ccc(-c2sc(Nc3ccccc3)n[n+]2C)c(C)c1C
  -23	103	-2	-4	103	-5	3	-2.3	-5
Cc1cccc(C(=O)NNS(=O)(=O)c2ccc(F)cc2)c1
  -3	109	-18	4	106	20	4	0.0	-5
CC(C)c1ccc(-n2c(-c3ccccc3)c[n+]3c2CCc2ccccc2-3)cc1
  26	106	-14	-1	98	3	-3	.	68*
Cn1c(=O)c2c(nc(NCCOc3ccc(F)cc3)n2C)n(C)c1=O
  5	92	-7	-4	101	6	-13	0.8	8
CCOC(=O)c1c(N2C(=O)CC(Sc3ccccc3C(=O)O)C2=O)sc(C)c1C (stereo unspecified)
  -31	110	-1	4	108	.	-65	-1.8	-22
CC(C)(C)OC(=O)NCCc1nnc(S(=O)(=O)Cc2ccc(Cl)cc2Cl)o1
  -3	103	19	9	107	14	-14	2.2	-4

Two records drawn at random from the list so far:
Screens in order: FID counter	MEKK2 WT-MEK5	PHOSPHO1 block	MEKK2 mut-MEK5	MEKK3 PB1 HTS	NALP1 yeast inh	PfM18AAP inh	OXTR ag	GPR7 antag
CC(C)(C)OC(=O)NCCc1nnc(S(=O)(=O)Cc2ccc(Cl)cc2Cl)o1
  -3	103	19	9	107	14	-14	2.2	-4
CC(C)c1ccc(-n2c(-c3ccccc3)c[n+]3c2CCc2ccccc2-3)cc1
  26	106	-14	-1	98	3	-3	.	68*

(list continues)
Screens in order: FID counter	MEKK2 WT-MEK5	PHOSPHO1 block	MEKK2 mut-MEK5	MEKK3 PB1 HTS	NALP1 yeast inh	PfM18AAP inh	OXTR ag	GPR7 antag
CCCCCc1ccc(-c2cn(CN3C(=O)c4ccccc4C3=O)nn2)cc1
  -6	112	-41	0	100	14	-2	-0.7	-6
COc1cc(C(=O)NCCC(=O)NC2CCCc3ccccc32)cc(OC)c1OC (stereo unspecified)
  -30	103	33	4	101	-13	-3	0.5	2
Fc1ccc(CN2CCSCC2)cc1Br
  7	104	8	3	88	-4	1	-1.5	-4
COc1cc(NC(=O)Cc2ccccc2)nc(OC)n1
  -2	107	31	9	105	12	-1	-0.1	-13
COc1cc(NC(=O)c2ccc3c(c2)OCO3)ccc1NC(=O)c1ccco1
  -5	99	9	3	108	-90	-4	-0.4	-5
COc1ccc2c(c1OC)C(=O)N(c1cccc(C)c1)C2
  -6	102	2	3	107	-2	-1	-1.9	-7

High-throughput results: PubChem, several laboratories

The order is random. Share with any hit: about 6.2%.
